Screening results from PubChem BioAssay.
PAFAH2 inh: inhibitors of human PAFAH2 | Q99487 | recombinant PAFAH2, FP-rhodamine activity probe, fluorescence polarization | inhibition, % at 3.39 µM | 340,000 compounds, 0.99% hits | AID 492956;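 active means inhibition above the mean over all tested compounds plus 3 SD, cut at about 30% in these data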;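 further: inhibitors block probe labeling of enzyme so polarization drops; 0% = enzyme with DMSO and 100% = wells lacking PAFAH2 protein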
PAFAH1B3 inh: PAFAH1B3 (human) inhibition. 340,000 compounds, 0.28% hits. Q15102. AID 492972. recombinant PAFAH1B3, FP-rhodamine probe, fluorescence polarization. inhibition, % at 3.39 µM;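 active means inhibition above the screen-wide average of all tested compounds plus 3 SD, cut at about 25% in these data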;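 further: 0% = enzyme with DMSO only and 100% = wells lacking PAFAH1B3 protein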
Target sequence (Q15102 whole entry, looked up): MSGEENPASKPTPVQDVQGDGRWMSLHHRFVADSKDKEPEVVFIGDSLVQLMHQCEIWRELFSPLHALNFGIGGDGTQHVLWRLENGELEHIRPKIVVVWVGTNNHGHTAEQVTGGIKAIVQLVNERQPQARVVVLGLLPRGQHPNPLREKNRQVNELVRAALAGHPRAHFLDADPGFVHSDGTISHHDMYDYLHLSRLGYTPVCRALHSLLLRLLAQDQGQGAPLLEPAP
PAFAH1B2 inh: PAFAH1B2 (human) inhibition; P68402; recombinant PAFAH1B2, FP-rhodamine activity probe, fluorescence polarization; inhibition, % at 3.39 µM; 340,000 compounds, 1.2% hits;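 active means inhibition above the mean of all tested compounds plus 3 SD, cut at about 24% in these data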;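 further: 0% = enzyme with DMSO and 100% = wells lacking PAFAH1B2; many of its hits are not listed in these tables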
Target sequence (P68402 whole entry, looked up): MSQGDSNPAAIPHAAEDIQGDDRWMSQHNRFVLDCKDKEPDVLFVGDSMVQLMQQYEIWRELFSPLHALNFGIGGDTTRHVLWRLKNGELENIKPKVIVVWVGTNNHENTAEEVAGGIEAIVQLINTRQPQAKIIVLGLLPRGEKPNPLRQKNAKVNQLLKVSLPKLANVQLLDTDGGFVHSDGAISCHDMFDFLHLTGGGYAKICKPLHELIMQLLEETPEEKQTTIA
Active calls of the source: *; & = joins results of further samples.

`COc1ccc(C(=O)C2CCCN(C(=O)c3ccc(C(C)=O)s3)C2)c(C)c1` (stereo not drawn) gave PAFAH2 inh -7, PAFAH1B3 inh 7 and PAFAH1B2 inh 9.
`O=C1CSc2ccccc2N1` gave PAFAH2 inh -7, PAFAH1B3 inh 7 and PAFAH1B2 inh 3.
O=C(c1ccc(=O)[nH]n1)N1CCN(S(=O)(=O)c2cccc(F)c2)CC1 was read as PAFAH2 inh 34*, PAFAH1B3 inh 34* and PAFAH1B2 inh 22.
Screening CCN(c1ccccc1)S(=O)(=O)c1ccc(OC)c(NC(=O)c2c(C)noc2C)c1 returned PAFAH2 inh 9, PAFAH1B3 inh 1 and PAFAH1B2 inh 0.
Screening CN(CC(=O)NCc1ccco1)CC(=O)Nc1cc(S(C)(=O)=O)ccc1Cl returned PAFAH2 inh 1, PAFAH1B3 inh 6 and PAFAH1B2 inh 9.
Screening CN(CCC(=O)c1ccccc1)CCC(=O)c1ccccc1 returned PAFAH2 inh 4, PAFAH1B3 inh 8 and PAFAH1B2 inh -2.
For COc1ccc(C2OC[C@H]3O[C@H](O)[C@H](NC(C)=O)[C@@H](O)[C@@H]3O2)cc1 (stereo partly drawn) the results were PAFAH2 inh -3, PAFAH1B3 inh 0 and PAFAH1B2 inh 5.
Screening COc1ccccc1C1/C(=C(/O)c2cnn(-c3ccccc3)c2C)C(=O)C(=O)N1CCN(C)C (stereo not drawn) returned PAFAH2 inh -2, PAFAH1B3 inh 4 and PAFAH1B2 inh 3.
For COc1ccc(S(=O)(=O)N2CCN(C(=O)CCCN3C(=O)NC4(CCCC4)C3=O)CC2)cc1 the results were PAFAH2 inh 2, PAFAH1B3 inh 6 and PAFAH1B2 inh -4.
`COc1cc(NC(=S)N2c3ccccc3CC2C)cc(OC)c1` (stereo not drawn) gave PAFAH2 inh 2, PAFAH1B3 inh 2 and PAFAH1B2 inh 6.
Screening O=S(=O)(N/N=C\c1ccccc1O)c1ccc(Cl)cc1 returned PAFAH2 inh 2, PAFAH1B3 inh 0 and PAFAH1B2 inh 9.
For Nc1c(C(=O)NCC2CCCO2)sc2nc3c(c(-c4ccco4)c12)CC/C3=C\c1ccco1 (stereo not drawn) the results were PAFAH2 inh 54*, PAFAH1B3 inh 39* and PAFAH1B2 inh 24*.
`Cc1cc(C(=O)N2CCc3ccccc3C2)c(C)o1` gave PAFAH2 inh 2, PAFAH1B3 inh 7 and PAFAH1B2 inh -4.
Screening Cc1coc2c1c(C)cc1oc(=O)c(CC(=O)NCC(=O)O)c(C)c12 returned PAFAH2 inh 6, PAFAH1B3 inh 4 and PAFAH1B2 inh 5.
For CCOc1ccccc1C=NNC(=O)c1cccc2ccccc12 the results were PAFAH2 inh -2, PAFAH1B3 inh 4 and PAFAH1B2 inh 0.
NC(=O)C1(Nc2ccc(Cl)cc2)CCCC1 was read as PAFAH2 inh -2, PAFAH1B3 inh -1 and PAFAH1B2 inh 0.
Screening O=S(=O)(c1ccccc1C(F)(F)F)N1CCN(CC(O)COc2ccccc2F)CC1 (stereo not drawn) returned PAFAH2 inh -6, PAFAH1B3 inh 6 and PAFAH1B2 inh -2.
`O=c1[nH]c(=S)[nH]c2nccnc12` gave PAFAH2 inh 2, PAFAH1B3 inh 4 and PAFAH1B2 inh 3.
c1ccc(-c2ccc(-c3ccccc3)[nH]2)cc1 was read as PAFAH2 inh -4, PAFAH1B3 inh 15 and PAFAH1B2 inh -1.
For COc1cc(C(=O)NC2CCN(C)CC2)ccc1Nc1ncc2c(n1)N(CCc1ccccc1)CCC(=O)N2C the results were PAFAH2 inh 1, PAFAH1B3 inh 17 and PAFAH1B2 inh 8.
For CSc1nc(Cl)c(Br)c(Nc2c[nH]c(=O)[nH]c2=O)n1 the results were PAFAH2 inh 3, PAFAH1B3 inh 2 and PAFAH1B2 inh 7.
For S=C(Nc1cc(Cl)cc(Cl)c1)N1CCN(c2ccccn2)CC1 the results were PAFAH2 inh -5, PAFAH1B3 inh -6 and PAFAH1B2 inh -1.
For COc1cc(/C=N/Nc2cccc(C)c2)cc(Br)c1O the results were PAFAH2 inh 21, PAFAH1B3 inh 2 and PAFAH1B2 inh 3.
`CC(C)=C1CCC(C)CC1=NNC(N)=S` (stereo not drawn) gave PAFAH2 inh 5, PAFAH1B3 inh 7 and PAFAH1B2 inh 27*.

By substructure, the entries above with bromine
For CSc1nc(Cl)c(Br)c(Nc2c[nH]c(=O)[nH]c2=O)n1 the results were PAFAH2 inh 3, PAFAH1B3 inh 2 and PAFAH1B2 inh 7.
For COc1cc(/C=N/Nc2cccc(C)c2)cc(Br)c1O the results were PAFAH2 inh 21, PAFAH1B3 inh 2 and PAFAH1B2 inh 3.

(listing goes on)
For CC(Nc1c[nH]c(=O)[nH]c1=O)c1ccccc1 (stereo not drawn) the results were PAFAH2 inh 4, PAFAH1B3 inh 5 and PAFAH1B2 inh 10.
For COc1cc(NC(=O)c2cc(OC)c(OC)c(OC)c2)c2ncccc2c1 the results were PAFAH2 inh -2, PAFAH1B3 inh 10 and PAFAH1B2 inh 27*.
For C=CCC(=O)N(CC)CC1CCCN(CCc2cccc(F)c2)C1 (stereo not drawn) the results were PAFAH2 inh 2, PAFAH1B3 inh 12 and PAFAH1B2 inh 4.
`CC(=O)c1ccc(N2CCN(Cc3cc(=O)n4c(-c5ccccc5)csc4n3)CC2)cc1` gave PAFAH2 inh 0, PAFAH1B3 inh 7 and PAFAH1B2 inh -4.
`CCc1nc(CNC(=O)C2CCC(=O)N(Cc3ccccc3F)C2)no1` (stereo not drawn) gave PAFAH2 inh 7, PAFAH1B3 inh 4 and PAFAH1B2 inh 4.
For CCOC(=O)c1ccc(N2Cc3ccccc3C2=NC(=O)c2cccs2)cc1 the results were PAFAH2 inh -3, PAFAH1B3 inh 4 and PAFAH1B2 inh -4.
`NC(=O)c1ccc(N2CCCC2)nc1` gave PAFAH2 inh 4, PAFAH1B3 inh 6 and PAFAH1B2 inh 3.
For O=C(Nc1ccccc1)Nc1ccc2c(c1)CCC2 the results were PAFAH2 inh -2, PAFAH1B3 inh -1 and PAFAH1B2 inh 0.
`O=C1c2ccccc2C(=O)c2c(/C=C/N3CCCCC3)ccnc21` gave PAFAH2 inh 13, PAFAH1B3 inh 22 and PAFAH1B2 inh 11.
CN=c1scc(-c2ccccc2F)n1/N=C/c1ccc(O)c(O)c1O was read as PAFAH2 inh 3, PAFAH1B3 inh 7 and PAFAH1B2 inh -5.
For ClCC(CNCc1ccccc1)c1ccccc1 (stereo not drawn) the results were PAFAH2 inh 5, PAFAH1B3 inh 0 and PAFAH1B2 inh 10.
For Cc1ccc(C(=O)N2CCN(CCNC(=O)C(=O)Nc3ccc(Cl)cc3)CC2)cc1 the results were PAFAH2 inh 1, PAFAH1B3 inh -6 and PAFAH1B2 inh 1.
COc1ccc(/C(O)=C2\C(=O)C(=O)N(CCN3CCOCC3)C2c2ccccc2OC)cc1 (stereo not drawn) was read as PAFAH2 inh 2, PAFAH1B3 inh 8 and PAFAH1B2 inh 2.
`O=C(NNC(=O)C1CC1)c1ccccc1[N+](=O)[O-]` gave PAFAH2 inh -7, PAFAH1B3 inh 3 and PAFAH1B2 inh -3.
`c1ccc(-c2ccc(CNC3CC3)cc2)cc1` gave PAFAH2 inh 1, PAFAH1B3 inh 5 and PAFAH1B2 inh -1.
Screening CC(=O)N1CCN(S(=O)(=O)c2cccc(C(=O)OCC(=O)Nc3c(Cl)cccc3C(F)(F)F)c2)CC1 returned PAFAH2 inh 44*, PAFAH1B3 inh 2 and PAFAH1B2 inh 4.
Screening COc1ccc(NCc2cc(=O)[nH]c3ccccc23)cc1 returned PAFAH2 inh -2, PAFAH1B3 inh 10 and PAFAH1B2 inh -2.
For CN(C(=O)CSc1ncnc2ccccc12)C1CCCCC1 the results were PAFAH2 inh 1, PAFAH1B3 inh 7 and PAFAH1B2 inh 4.
Screening CCOc1ccc(CN(C)C(=O)Cc2c[nH]c3ccccc23)cc1 returned PAFAH2 inh 1, PAFAH1B3 inh -6 and PAFAH1B2 inh 2.
For COc1cc2cc(C(=O)N3CCN(c4ccccc4OC)CC3)[nH]c2cc1OC the results were PAFAH2 inh 6, PAFAH1B3 inh 5 and PAFAH1B2 inh 3.
`COc1ccc(NC(=O)CCNC(=O)c2ccc([N+](=O)[O-])cc2)cc1S(=O)(=O)N1CCCCC1` gave PAFAH2 inh 0, PAFAH1B3 inh -3 and PAFAH1B2 inh -1.
C=CCOc1ccc(C=CC(=O)c2c(O)c(OC)c(OC)c(OC)c2OC)cc1 was read as PAFAH2 inh 2, PAFAH1B3 inh 0 and PAFAH1B2 inh 0.
O=CNc1ccc2c(c1)Cc1cc([N+](=O)[O-])ccc1-2 was read as PAFAH2 inh -1, PAFAH1B3 inh 5 and PAFAH1B2 inh 3.
`Cc1ccc(S(=O)(=O)NC(=O)Nc2ccc(C)cc2C)cc1` gave PAFAH2 inh -5, PAFAH1B3 inh 28* and PAFAH1B2 inh 5.
`COc1ccc(C(CNC(=O)CCNS(=O)(=O)c2ccc(Br)cc2)N2CCOCC2)cc1` (stereo not drawn) gave PAFAH2 inh -6, PAFAH1B3 inh 5 and PAFAH1B2 inh 15.
For O=C(Cc1ccc(S(=O)(=O)N2CCOCC2)s1)N1CCN(S(=O)(=O)c2ccccc2F)CC1 the results were PAFAH2 inh 5, PAFAH1B3 inh -1 and PAFAH1B2 inh 4.
Screening COc1cc(OC)c(N(C)S(=O)(=O)c2cccc(C(=O)OCC(=O)N(C)Cc3ccccc3)c2)cc1Cl returned PAFAH2 inh 1, PAFAH1B3 inh 8 and PAFAH1B2 inh 7.
Screening Cc1ccc(C(=O)O)c(NC=O)c1OCc1ccccc1 returned PAFAH2 inh 6, PAFAH1B3 inh 0 and PAFAH1B2 inh 6.
`CCOc1c(Br)cc(/C=C2\N=C(C)OC2=O)cc1Br` gave PAFAH2 inh 5, PAFAH1B3 inh 1 and PAFAH1B2 inh -3.
`O=C1C(=NO)C(c2ccccc2)Oc2ccccc21` (stereo not drawn) gave PAFAH2 inh 6, PAFAH1B3 inh 22 and PAFAH1B2 inh 4.
For Nc1ccc2nc(CCCCc3nc4ccccc4[nH]3)[nH]c2c1 the results were PAFAH2 inh -8, PAFAH1B3 inh 10 and PAFAH1B2 inh -2.
`Cn1ncc(Br)c1C(=O)NC1CCCCCC1` gave PAFAH2 inh 0, PAFAH1B3 inh 1 and PAFAH1B2 inh 7.
Screening COc1ccc(NC(=O)CN(C)C(=O)CCC2CCCC2)cc1 returned PAFAH2 inh 6, PAFAH1B3 inh -2 and PAFAH1B2 inh 3.
CN(C)S(=O)(=O)N1CCc2ccc(NC(=O)C3CCCO3)cc2C1 (stereo not drawn) was read as PAFAH2 inh 1, PAFAH1B3 inh -11 and PAFAH1B2 inh -4.
Screening Cc1ccc(COc2ccsc2C(=O)O)cc1 returned PAFAH2 inh 0, PAFAH1B3 inh 6 and PAFAH1B2 inh 0.
`O=C1[C@@H]2[C@@H](CN3CN(c4ccccc4)N=C(c4ccccc4)[C@@]23c2ccccc2)C(=O)N1c1ccccc1` gave PAFAH2 inh -2, PAFAH1B3 inh 4 and PAFAH1B2 inh -1.
CCOc1ccc(C(=O)N2CCN(Cc3ccccc3)CC2)cc1OCC was read as PAFAH2 inh -7, PAFAH1B3 inh 4 and PAFAH1B2 inh 2.
For CCN(C(=O)CSc1nnc(-c2ccccc2C)n1C)c1c(N)n(Cc2ccccc2)c(=O)[nH]c1=O the results were PAFAH2 inh 0, PAFAH1B3 inh 8 and PAFAH1B2 inh -4.
Screening Cc1ccc(C2NC(=O)c3ccccc3N2)c(C)c1 (stereo not drawn) returned PAFAH2 inh 3, PAFAH1B3 inh 4 and PAFAH1B2 inh 4.
Screening CCCn1c(SC(C)C(=O)NC2CCCC2)n[nH]c1=O (stereo not drawn) returned PAFAH2 inh 2, PAFAH1B3 inh 6 and PAFAH1B2 inh 2.
Screening CCOC(=O)C(=O)C1C(=O)Nc2ccccc21 (stereo not drawn) returned PAFAH2 inh -4, PAFAH1B3 inh 1 and PAFAH1B2 inh 7.
Screening Cc1ccccc1Cn1nc(C)c(NC(=O)c2cc3nc(-c4ccco4)cc(C(F)(F)F)n3n2)c1C returned PAFAH2 inh 7, PAFAH1B3 inh 4 and PAFAH1B2 inh 1.
`COc1ccc(S(=O)(=O)Oc2cc(C(=S)N3CCOCC3)ccc2OC)cc1` gave PAFAH2 inh -5, PAFAH1B3 inh -4 and PAFAH1B2 inh 2.
Screening OC(CNCc1cccnc1)COc1ccc2ccccc2c1 (stereo not drawn) returned PAFAH2 inh 2, PAFAH1B3 inh 10 and PAFAH1B2 inh 4.
Screening O=C(O)c1cc([N+](=O)[O-])cc2ccccc12 returned PAFAH2 inh 4, PAFAH1B3 inh 9 and PAFAH1B2 inh 9.
Screening CCc1ccc(C(=O)N/N=C/c2ccncc2)s1 returned PAFAH2 inh 4, PAFAH1B3 inh 0 and PAFAH1B2 inh -1.
For CC1=C/C(=N\NC(=S)Nc2cccnc2)CC(C)(C)C1 the results were PAFAH2 inh 1, PAFAH1B3 inh 3 and PAFAH1B2 inh 9.
`CC(C)c1ccc2c(c1)CC[C@H]1[C@](C)(CN)CCC[C@]21C` gave PAFAH2 inh -2&3, PAFAH1B3 inh 6&11 and PAFAH1B2 inh 6&-1.

Some of the compounds tested, so the mix of outcomes need not match the whole.
